Mcl-1 Bim block – disrupts Bim peptide binding to human Mcl-1; 190,000 tested, 0.1% active; Bead-based flow cytometry, Bim peptide-Mcl-1 binding; Q07820; inhibition, % at 10 µM; in the data active means inhibition above about 40%;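 further: 0% = no compound tracer wells and 100% = peptide blocker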
Target sequence (Q07820 whole entry, looked up): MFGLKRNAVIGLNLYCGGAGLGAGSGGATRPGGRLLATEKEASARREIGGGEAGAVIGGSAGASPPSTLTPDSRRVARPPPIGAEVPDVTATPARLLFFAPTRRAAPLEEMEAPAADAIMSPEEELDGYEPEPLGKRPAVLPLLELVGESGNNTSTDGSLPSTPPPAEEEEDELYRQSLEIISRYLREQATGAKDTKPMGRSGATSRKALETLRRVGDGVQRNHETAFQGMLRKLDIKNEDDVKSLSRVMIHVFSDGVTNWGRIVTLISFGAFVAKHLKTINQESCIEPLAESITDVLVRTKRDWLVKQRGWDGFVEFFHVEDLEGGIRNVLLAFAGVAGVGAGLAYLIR
Cdc42 wt GTP – modulators (inhibitors or activators) of GTP binding to human Cdc42 wildtype; P60953; GST-Cdc42 beads, Bodipy-GTP binding, flow cytometry; actives lie on both sides; percent activity (GTP binding), % at 10 µM; 190,000 tested, 0.2% active; AID 761;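 active means percent activity GTP binding at least 20 points away from the 100% baseline, either down as inhibitor or up as activator; inconclusive means compound flagged as likely green fluorescent from well-wide comparison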;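 further: median bead fluorescence of bound Bodipy-FL-GTP at 100 nM; 0% = excess unlabeled GTP control and 100% = no compound control; below 100% means less GTP binding so inhibitor and above means activator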
Target sequence (P60953 whole entry, looked up): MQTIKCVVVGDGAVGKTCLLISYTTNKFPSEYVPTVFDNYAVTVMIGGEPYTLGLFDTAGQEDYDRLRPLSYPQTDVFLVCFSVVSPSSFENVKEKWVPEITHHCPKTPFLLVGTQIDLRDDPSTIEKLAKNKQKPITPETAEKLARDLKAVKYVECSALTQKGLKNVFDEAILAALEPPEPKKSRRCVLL
Rab7 wt GTP bind – dog Rab7 wildtype GTP binding, inhibitors and activators; GST-Rab7 beads, fluorescent GTP binding, flow cytometry; actives lie on both sides; untreated = 100%, excess cold GTP = 0%; GTP binding activity (percent of control), % at 10 µM; 190,000 tested, 0.055% active;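 active means fluorescent GTP binding to Rab7 beads changed by at least 20 points from the 100% baseline, either direction, mostly lower; inconclusive means compound itself probably fluorescent, or too few beads counted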;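 further: median green fluorescence of bound Bodipy-FL-GTP per Rab7 bead population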
Pf gamet viab – kills late stage P. falciparum gametocytes; P. falciparum stage V gametocytes, ATP luminescence, 24 h; inhibition, % at 10.9 µM; 150,000 tested, 0.065% active; AID 743093;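 active means inhibition above the mean plus 3 SD of compounds within the control limits, set per campaign, cut at about 38% in these data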;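 further: 0% = DMSO wells and 100% = medium only without gametocytes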
Rac1 wt GTP bind – human Rac1 wildtype GTP binding, inhibitors and activators; GST-Rac1 beads, fluorescent GTP binding, flow cytometry; actives lie on both sides; 0 = cold GTP competed, 100 = untreated; 190,000 tested, 0.27% active; GTP binding activity (% of control), % at 10 µM;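 active means GTP binding activity at least 20 points away from the 100% control level, either lower or higher; inconclusive means compound flagged as likely green fluorescent, judged across all proteins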
Mcl1-Bid inh – disrupts binding of human Mcl-1 to Bid peptide | Q07820 | inhibition, % at 21.7 µM | 220,000 tested, 0.97% active | AID 1021 | TR-FRET Mcl-1/Bid-Dy647 peptide binding, 1536-well;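 active means compounds that cut the binding signal by more than half at the single screening dose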;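 further: His-tagged Mcl-1 with europium anti-His antibody binding Bid BH3 peptide; 0% = Mcl-1 plus peptide wells and 100% = peptide-only wells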
Rac1 act GTP bind – modulators of GTP binding to human Rac1 activated mutant; P63000; GST-Rac1 activated beads, fluorescent GTP binding, flow cytometry; actives lie on both sides; 100% means binding = to untreated wells; percent activity (GTP binding), % at 10 µM; 190,000 tested, 0.11% active;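 active means GTP binding at least 20 percentage points away from the 100% baseline, in either direction, so actives lie on both sides; inconclusive means Compound likely fluorescent itself, or too few beads counted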
Avidin bead fluor – compound fluoresces at 488/530 nm on avidin beads; compound fluorescence 488/530 nm, flow cytometry; hits give high values; fluorescence (KMESF) at 10 µM; 220,000 tested, 0.38% active; AID 1775; in the data active means fluorescence above about 47; further: inactives centre near 10
Rab2A wt mod – changes GTP binding to wildtype dog Rab2A, up or down; P61105; GST-Rab2 wt beads, Bodipy-GTP binding, flow cytometry; GTP binding activity, % at 10 µM; 190,000 tested, 0.19% active;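 active means GTP binding activity at least 20 points away from 100%, either lowered or raised; inconclusive means signal likely due to the compound's own green fluorescence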;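 further: 0% = beads with excess unlabeled GTP and 100% = no-compound control corrected for plate trend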
Mcl1 Noxa PPI – disrupts binding of human Mcl-1 to Noxa peptide; inhibition, % at 21.7 µM; TR-FRET Mcl-1/Noxa peptide binding, 2 h; 220,000 tested, 1.5% active; Q07820;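 active means compounds that cut the protein-peptide binding signal by more than 50% relative to plate controls in a single-dose test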;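 further: His-tagged Mcl-1 with rhodamine Noxa BH3 peptide and terbium anti-His antibody; 0% = Mcl-1 plus Noxa peptide wells and 100% = peptide-only wells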
HRas wt GTP – changes GTP binding to wildtype human HRas. P01112. GST-Ras wt beads, Bodipy-FL-GTP binding, flow cytometry; actives lie on both sides. GTP binding activity, % at 10 µM. 190,000 tested, 0.14% active. AID 759;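 active means GTP binding activity at least 20% away from the 100% baseline, either lowered as inhibitor or raised as activator; inconclusive means flagged as likely green fluorescent, judged across all proteins in the well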;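 further: 0% = unlabeled GTP competition control and 100% = no-compound control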
Target sequence (P01112 whole entry, looked up): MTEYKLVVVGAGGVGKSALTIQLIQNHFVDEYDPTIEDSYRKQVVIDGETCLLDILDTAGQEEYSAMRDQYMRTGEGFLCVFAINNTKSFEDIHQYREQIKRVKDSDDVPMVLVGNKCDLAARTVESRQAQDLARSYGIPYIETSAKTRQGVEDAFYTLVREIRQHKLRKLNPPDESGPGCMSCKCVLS
The depositor's hits bear a star; ? = inconclusive; . = not tested or not shown. Compounds as they come (roughly 2.7% active in at least one column).

SMILES	Mcl-1 Bim block	Cdc42 wt GTP	Rab7 wt GTP bind	Pf gamet viab	Rac1 wt GTP bind	Mcl1-Bid inh	Rac1 act GTP bind	Avidin bead fluor	Rab2A wt mod	Mcl1 Noxa PPI	HRas wt GTP
CC1=CC2=NC(=O)/C(=C\c3cccn3CCOc3ccccc3C)C(=N)N2O1	-3	91	94	-5	88	-4	94	12	94	5	93
CSc1nc(-c2ccco2)nn1S(=O)(=O)c1ccc(C)cc1	-5	99	99	.	101	-5	99	5	99	20	99
COc1cccc(C2CC(c3cccc(C)c3)n3ncnc3N2)c1 (configuration not stated)	-2	105	103	.	104	1	99	6	100	-2	100
O=C(Nc1ccccc1)OCCNC(=O)c1cccc(Cl)c1	-1	101	100	-7	102	-14	101	10	98	5	98
O=C(c1ccco1)N1CCN(C(=O)c2cccc3c2C(=O)N(C2CCCCC2)C3)CC1	-6	105	101	-18	105	-12	100	9	102	-12	103
CCOc1cc(/C=N/NC(=O)CN2CCCCC2)ccc1OCc1cccc(Cl)c1	-5	104	100	-1	103	-27	99	10	98	15	99
COc1ccc(/C=C2/SC(=O)N(CCC(=O)Nc3ccc(C)cc3)C2=O)cc1OC	0	101	100	17	103	2	100	21	102	3	99
CCOC(=O)CCn1cnc2ccc([N+](=O)[O-])cc2c1=O	1	96	101	0	99	5	98	18	101	-8	97
COC(=O)CSc1nc2ccccn2c(=O)c1C=O	1	99	98	-7	103	-42	95	6	103	-5	98
CCNC(=O)CSc1nnc(-c2ccccc2)n1-c1ccc(OCC)cc1	0	101	100	-17	103	-7	99	6	100	1	100
Cc1nn(CCCC(=O)Nc2cc(Oc3ccc(F)cc3)cc([N+](=O)[O-])c2)c(C)c1[N+](=O)[O-]	-5	103	99	-8	103	0	101	12	101	-9	102
O=c1[nH]cnc2[nH]ncc12	1	95	98	.	100	-4	99	10	100	1	98
COc1ccc(C2CCCN2C(=S)Nc2ccc(C)cc2Cl)cc1OC (configuration not stated)	28	95	95	9	97	-20	93	12	94	1	92
Cc1cc(NC(=O)COC(=O)[C@@H](NS(=O)(=O)c2ccccc2)C(C)C)no1	1	98	107	12	100	-16	98	10	98	4	100
Cn1c(=O)c2c(nc(N3CCCCC3)n2CCSc2nc3ccccc3s2)n(C)c1=O	-2	100	98	.	96	-30	96	11	97	0	96
N#C/C(=C1\C(=O)Nc2c(Cl)cc(Cl)cc21)c1nnc2n1CCCCC2	-1	96	99	.	100	-5	97	20	97	3	98
O=C(CCl)Nc1ccccc1C(=O)c1ccccc1	-1	96	97	17	98	-20	97	8	98	-5	98
Cc1ccc(OCC(=O)Nc2nnn(C)n2)c(C)c1	-1	104	95	.	102	-2	99	7	98	2	99
CC1CCN(C(=O)c2cc3nc(-c4ccccc4)cc(-c4ccccc4)n3n2)CC1	-1	94	93	.	101	-28	97	12	95	9	98
COC(=O)C1=C(N)Oc2cc(N(C)C)ccc2C1c1ccccc1OC (configuration not stated)	-3	91	90	.	91	-20	92	30	91	9	91
CCN(CC)S(=O)(=O)c1ccc2c(c1)nc(CCC(=O)Nc1ccccc1Cc1ccccc1)n2CC	-1	?	?	.	?	-4	?	10	?	-6	?
O=C(CNC(=O)c1ccccc1F)NC1CC1	-3	102	97	-2	103	-10	101	7	99	1	102
Cc1cc(OCCCCn2ccnc2)cc(C)c1Cl	-3	98	101	.	101	-8	96	5	96	19	99
O=C(Nc1nc2ccccc2n1CCN1CCOCC1)c1ccc(COc2ccccc2Br)o1	1	94	92	.	94	-33	96	8	93	-40	94
COc1ccc(N=C2C(=O)Nc3ccccc32)cc1	0	97	96	.	97	-169	97	21	98	-14	96
O=C(NCCN1CCOCC1)C1CCN(S(=O)(=O)N2CCCC2)CC1	-1	99	92	12	102	7	97	4	101	10	100
COc1ccc(-c2cc(C(F)(F)F)nc(SCC(=O)NCc3cccs3)n2)cc1OC	0	101	100	2	99	-9	102	14	102	22	98
CCc1cccc(C)c1NC(=O)CCCSc1nc2ccccc2s1	8	95	92	24	97	-60	96	4	95	-11	94
Cc1cc(NC(=O)c2cc(-c3ccccc3)on2)no1	4	102	103	.	110	-14	100	9	102	-7	104
O=C(CNC(=O)c1cccc(Cl)c1)N/N=C/C=C/c1ccccc1	-8	99	99	14	102	-37	99	3	99	20	98
CC(C)N1C/C(=C/c2cccnc2)C(=O)/C(=C/c2cccnc2)C1	-5	96	97	-13	103	-73	96	3	95	15	97
c1ccc(Cn2nc(-c3ccccc3)nc2-c2ccccc2)cc1	-2	99	98	-4	102	8	97	9	98	26	100
O=C(O)CSCCn1cccn1	-49	102	98	23	104	-24	100	8	99	-12	99
CCOC(=O)c1ccccc1NC(=O)Nc1ccc(OC)c(OC)c1	0	104	101	19	102	-7	98	9	102	-9	103
CC(C)(C)c1ccc(OCCCNC2CCCC2)cc1	-1	99	108	-15	101	15	100	10	103	27	100
CN(C)c1ccc(Nc2c3c4c(cccc4n(C)c2=O)C(=O)c2ccccc2-3)cc1	17	98	100	.	100	59*	98	7	98	104*	99
Nc1nc(SCc2ccccc2Cl)ns1	0	103	99	.	108	9	99	5	99	0	100
Fc1ccc(Br)cc1/C=N/n1cnnc1	0	99	96	.	99	-2	98	23	97	-6	98
O=S(=O)(/N=C(/Nc1ccccc1F)c1ccccc1)c1ccccc1	0	106	105	-21	110	-1	102	11	103	13	105
C=CCNC(=S)N/N=C/c1ccc(C(F)(F)F)cc1	3	95	105	13	102	-25	95	11	96	3	97
OCCC1CN(Cc2cccn2-c2ccccn2)CCN1C1CCCC1 (configuration not stated)	0	96	97	1	101	-17	97	7	97	11	97
Cc1cc(C)c(NC(=S)NC(NC(=O)c2ccccc2)C(Cl)(Cl)Cl)c(C)c1 (configuration not stated)	-7	101	98	2	103	-3	97	16	99	7	98
CCn1c(N)c(C(=O)NCc2ccc3c(c2)OCO3)sc1=S	-3	99	98	.	103	-10	100	12	100	7	101
O=c1[nH]c(SCc2n[nH]c(=S)n2-c2ccccc2)nc2sc3c(c12)CCC3	-6	98	97	.	102	-38	96	13	97	-19	99
Nc1ccc2oc(C3CCCCC3)nc2c1	-2	95	103	9	97	-37	96	9	98	7	97
C=CCn1c(SCC(=O)Nc2nc3ccccc3s2)nnc1-c1ccccc1O	0	96	98	.	100	-30	95	8	98	9	99
O=C(Nc1ccc2c(c1)OCO2)c1cnc2n(c1=O)CCS2	-1	103	97	15	107	-20	102	7	103	27	102
O=C(NCCCn1ccnc1)C(=O)Nc1ccccc1	0	96	105	-16	101	-32	97	12	101	19	98
CC(=O)C1=C(O)C(=O)N(CCC(=O)O)C1c1cccc(F)c1 (configuration not stated)	1	95	101	.	99	-74	99	3	99	6	96
COc1ccccc1-n1cnc2sc(-c3ccccc3)cc2c1=O	-1	98	98	22	97	-9	95	7	99	-1	99
O=C(c1cccs1)N1CCN(C2CCN(Cc3ccccc3)CC2)CC1	-1	101	96	5	110	-11	101	12	94	6	97
C=CCn1c(=O)c(C(C)=O)cn(N(C)c2ncc(C(F)(F)F)cc2Cl)c1=O	-3	96	97	22	98	-20	96	11	95	10	96
O=C(NCC1CCCO1)c1cccc(N2CCCC2=O)c1 (configuration not stated)	1	102	102	.	107	-39	99	12	100	12	102
CCOC(=O)c1c(-c2ccccc2)[nH]c2ccc(O)cc12	2	94	97	-2	95	-4	95	9	96	20	96
O=S(=O)(NCC(c1ccco1)N1CCN(c2ccccc2F)CC1)c1ccc2c(c1)OCCO2 (configuration not stated)	-2	105	99	1	102	-10	100	5	98	-5	99
CC(=O)c1cccc(NC(=O)c2ccc(N(Cc3ccc(C)cc3)S(C)(=O)=O)cc2)c1	0	101	101	-8	100	-17	98	8	101	-9	101
COc1ccccc1-c1nc2ccccc2c(=O)n1NC(=O)c1cccs1	.	105	98	6	104	2	99	14	103	-10	101
CCOc1ccc(NC(=O)Nc2ccc(N(C)C(C)=O)cc2)cc1	-5	95	94	.	94	-6	96	13	95	14	95
CCN(C(=O)COC(=O)c1cc(OC)c(OC)cc1[N+](=O)[O-])C1CCS(=O)(=O)C1 (configuration not stated)	-3	93	107	7	96	-31	96	22	97	26	98
Cc1c(-c2ccccc2)n[nH]c1C(=O)N=Nc1c(O)[nH]c2ccccc12	-4	93	103	.	96	18	97	8	95	-7	95
(cont.)
SMILES	Mcl-1 Bim block	Cdc42 wt GTP	Rab7 wt GTP bind	Pf gamet viab	Rac1 wt GTP bind	Mcl1-Bid inh	Rac1 act GTP bind	Avidin bead fluor	Rab2A wt mod	Mcl1 Noxa PPI	HRas wt GTP
CCc1ccc(OCC(=O)NC(=S)Nc2ccc(C)cc2C)c(Br)c1	-2	101	100	.	102	-15	96	21	99	-2	101
C=CCOC(=O)C1=C[C@@H](c2coc3ccccc3c2=O)[C@H](CCCO)[C@@H](OCC)O1	-2	95	102	.	101	-5	97	5	96	-29	96
CCCCNS(=O)(=O)c1ccc(OCC(=O)OC)cc1	-5	99	94	8	102	-14	100	4	95	8	98
COC(=O)CC(=O)Cc1nc(N)nc(Nc2ccc(C)c(C)c2)n1	1	103	101	.	105	-18	103	5	100	-4	101
Cc1cccc([N+](=O)[O-])c1NC(=O)CN(Cc1ccccc1)Cc1ccccc1	0	96	95	0	101	2	100	3	100	16	101
CC(C)(C)c1ccc(/C=C/C(=O)N2CCOCC2)cc1	-1	106	99	7	107	-6	102	13	102	14	103
Cc1ccc(-n2nc3c([n+]2[O-])CCc2nonc2-3)cc1	-1	97	95	5	100	-17	97	9	97	9	96
COc1ccc(OC)c(Nc2nc(N)nc(CSc3nnc(-c4ccncc4)o3)n2)c1	2	96	101	.	100	14	96	11	96	28	98
COc1ccc(N2C(=O)c3ccccc3NC2(C)C)cc1	-8	95	101	7	96	-9	96	6	97	-1	93
O=C(Nc1cccnc1)c1ccc(CSc2ccccc2)cc1	1	98	102	-7	97	1	96	7	99	8	98
c1ccc(CCn2nnnc2C(c2cccnc2)N2CCN(c3nc4ccccc4s3)CC2)cc1 (configuration not stated)	-4	97	95	.	98	1	95	6	94	-4	96
c1ccc(-c2ccccc2OCCCN2CCCC2)cc1	-2	97	100	-11	102	-2	98	5	100	-1	97
CCCCNS(=O)(=O)c1ccc2nc(-c3cccnc3)cc(C(=O)NCCCN(CC)CC)c2c1	-1	92	96	.	95	-15	94	11	96	7	96
O=C(CS(=O)(=O)Cc1ccccc1)Nc1ccc(S(=O)(=O)N2CCOCC2)cc1	-5	106	101	5	104	-44	100	11	100	12	103
O=C(CSc1nnc(-c2cccs2)n1Cc1ccco1)Nc1ccc2c(c1)OCO2	0	101	98	.	104	-32	99	7	103	8	100

Bioassay records as filed in PubChem BioAssay.
